Screening results as filed in PubChem.
APJ ag: activates the human apelin receptor APJ; P35414; actives 0.11% (n = 330,000); activation, % at 20 µM; AID 2520; CHO-K1 APJ PathHunter beta-arrestin, luminescence; 0% DMSO wells, 100% apelin;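 active means activation more than six SD over the plate average, tested at 20 µM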;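 further: 0% = DMSO alone and 100% = apelin-13 at 10 nM; some results filed as inactive read as strong as hits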
Target sequence (P35414 whole entry, looked up): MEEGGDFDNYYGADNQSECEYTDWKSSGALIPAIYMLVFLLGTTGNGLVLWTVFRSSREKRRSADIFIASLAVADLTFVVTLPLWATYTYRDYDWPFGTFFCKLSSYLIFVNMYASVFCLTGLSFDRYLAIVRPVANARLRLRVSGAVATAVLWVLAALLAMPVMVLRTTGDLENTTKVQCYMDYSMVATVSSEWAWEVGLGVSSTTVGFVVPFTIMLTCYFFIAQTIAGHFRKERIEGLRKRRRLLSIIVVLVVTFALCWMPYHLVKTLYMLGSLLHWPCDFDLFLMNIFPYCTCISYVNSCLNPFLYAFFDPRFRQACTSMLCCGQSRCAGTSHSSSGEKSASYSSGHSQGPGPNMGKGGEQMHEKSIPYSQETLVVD
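Assay system: engineered CHO-K1 APJ arrestin reporter cells; Amount: 1000 CHO-K1 reporter cells seeded per well; Dosing: one dose, 20 µM compound, 1% DMSO; Times: compound stimulation 90 min at 25 °C, detection 60 min; Measured by: luminescent beta-gal fragment complementation, chemiluminescent substrate; Read-out: APJ–arrestin association signal; Controls: DMSO vs Apelin-13 10 nM.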
APJ antag: blocks the human apelin receptor APJ; CHO-K1 APJ beta-arrestin complementation, luminescence; inhibition, % at 20 µM; actives 0.32% (n = 330,000); AID 2521;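 active means inhibition above about 40% at 20 µM, limit read from the data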;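 further: cells challenged with 10 nM apelin-13 agonist together with compound; plate controls were apelin-13 plus DMSO wells for no effect and DMSO wells lacking apelin-13 for full effect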
tim10-1 inh: growth inhibitors of tim10-1 mutant yeast | S. cerevisiae tim10-1 ts strain growth, BacTiter-Glo, 24 h | inhibition, % at 20 µM | actives 2.2% (n = 330,000) | AID 463190;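 active means inhibition of at least 40%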;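 further: mutant grown at 25 °C; 0% = DMSO wells with yeast and 100% = wells holding no yeast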
NLRP3 yeast inh: inhibitors of NALP3 inflammasome in yeast; Yeast reconstituted NLRP3/ASC/caspase-1, beta-gal luminescence, 24 h; inhibition, % at 10 µM; actives 0.39% (n = 330,000); AID 2825;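 active means inhibition of 50% or more; inactive means inhibition below 50%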;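 further: plate controls were induced DMSO wells for no effect and uninduced yeast grown without galactose for full effect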
MPTP block: inhibitors of mitochondrial permeability transition pore. isolated mouse mitochondria, Ca2+ swelling absorbance, 30 min. inhibition, % at 10 µM. actives 1.4% (n = 360,000). AID 602449;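 active means inhibition of 50% or more, scaled per plate between neutral and stimulator controls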;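 further: 0% = DMSO wells given calcium and 100% = 1 mM EGTA wells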
TIM10 inh: TIM10 yeast growth inhibition; actives 1.4% (n = 330,000); S. cerevisiae TIM10 strain growth, BacTiter-Glo luminescence, 24 h; inhibition, % at 10 µM;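 active means inhibition of 40% or more at the single tested concentration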;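 further: wild-type TIM10 isogenic control strain grown at permissive 25 °C; 0% = DMSO yeast wells and 100% = minimal medium wells without yeast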
NR3A LBD binder: modulates the human NR3A ligand-binding domain; AID 1259313; actives 2.5% (n = 340,000); NR3A LBD differential scanning fluorimetry, Tm shift; 0% = protein alone, 100% = glycine-bound protein; Tm shift relative to glycine control, % at 25 µM;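 active means melting temperature shift of at least 10% of the positive control shift, at one fixed dose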
beta cell repl: inducers of beta-cell replication in MIN6 cells. AID 2380. proliferation, % at 10 µM. actives 0.29% (n = 330,000). MIN6 cells proliferation, ATPlite luminescence, 48 h; cells starved in 0.2% serum; 100% = growth in 10% serum;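 active means compounds whose signal lies at least 3.5 SD above the mean of all wells on their plate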;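 further: 0% = DMSO-treated cells in low-serum medium and 100% = 10% serum control; some compounds called inactive have numbers as strong as hits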
tim23-1 inh: inhibits growth of tim23-1 mutant yeast; S. cerevisiae tim23-1 growth, BacTiter-Glo luminescence, 24 h; actives 1.3% (n = 330,000); AID 463212; inhibition, % at 20 µM;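 active means growth inhibition of the mutant yeast at or above 50%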;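 further: temperature-sensitive mutant grown at 25 °C; plate controls were DMSO-treated mutant yeast for no effect and medium wells lacking yeast for full effect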
Numbers without * were called inactive; x = no result given.

SMILES | APJ ag | APJ antag | tim10-1 inh | NLRP3 yeast inh | MPTP block | TIM10 inh | NR3A LBD binder | beta cell repl | tim23-1 inh
COc1ccc(C2SCC(=O)N2Cc2ccccc2)cc1 (stereo not drawn) | -6 | 13 | -5 | 0 | -0.2 | 14 | 0 | 2 | 7
Cc1cccc(NC(=O)c2cc3c([nH]c4ccccc43)c(C)n2)c1C | 1 | -8 | 15 | 2 | 4.5 | 3 | 14* | 0 | 7
Cc1cc(C)cc(OCC(O)CN2CCC(CN3C(=O)c4cccc5cccc(c45)C3=O)CC2)c1 (stereo not drawn) | -3 | -6 | 0 | 17 | 98* | 18 | -3 | -6 | 12
Cc1cc(C(=O)Nc2c(C)nn(Cc3ccc(F)cc3)c2C)on1 | -1 | 13 | 2 | 1 | -0.9 | -3 | -1 | -2 | 6
Cc1oc2c(c(C)cc3oc(=O)c(CC(=O)NCCCO)c(C)c32)c1C | -2 | -14 | 12 | 15 | 0.8 | -8 | 0 | 2 | 4
c1ccc(-c2cc3ncccc3cn2)cc1 | -2 | 2 | -25 | 27 | 1.5 | 0 | 0 | 0 | -6
NS(=O)(=O)c1ccc(CCNC(=O)C(=O)c2cn(CC(=O)N3CCCC3)c3ccccc23)cc1 | 3 | -19 | -13 | 8 | -0.8 | 1 | 3 | 3 | -10
COc1ccccc1CCC(=O)OCC(=O)N1c2ccccc2NC(=O)C1(C)C | -2 | 1 | 5 | 16 | -1.7 | -3 | -1 | -2 | 10
CCCCCOC(=O)C1C2C=CC3(CN(c4ccccc4C)C(=O)C13)O2 (stereo not drawn) | -1 | 21 | 8 | -7 | 0.6 | -12 | -2 | 1 | 7
Cn1c(=O)[nH]c(=O)c2c1nc(SCC(O)CO)n2CCCc1ccccc1 (stereo not drawn) | -1 | 1 | 10 | 23 | -0.8 | 1 | -1 | -2 | 8
CC(=O)CCc1ccc(OCCCCn2cncn2)cc1 | -3 | 9 | 10 | 18 | -0.3 | 6 | 0 | -1 | 7
Cc1nc(NC(=O)C2CCCCC2)sc1C | -7 | 6 | 25 | 40 | 0.2 | 5 | 1 | -3 | 6
O=c1oc(-c2cccs2)nc2ccc(Cl)cc12 | 1 | -4 | 28 | 8 | 1.6 | 26 | -1 | -1 | 48
Cn1cc(/C=N/n2cnc3sc4c(c3c2=O)CCCC4)c2ccccc21 | -5 | -3 | 28 | 20 | 1.6 | -3 | -6 | -4 | 22
Clc1cccc(CN2CCCCCC2)c1 | -5 | -21 | 15 | 7 | -0.5 | 0 | -3 | -1 | 15
CC(C)c1ccccc1-n1cc[nH]c1=S | -5 | -15 | 10 | -7 | -2.0 | -4 | 0 | 1 | 2
COc1ccccc1N1CCN(/N=C/c2cccc(OC)c2O)CC1 | -3 | 0 | 14 | 6 | -1.4 | 23 | 2 | -2 | 15
Cc1ccc(NC(c2ccccc2)c2nc3ccccc3[nH]c2=O)cc1 (stereo not drawn) | -5 | -6 | 10 | -18 | 5.5 | -26 | -4 | -6 | -11
COc1cc(/C=N\NC(=O)c2cccnc2)ccc1OC(=O)c1ccccc1Cl | 11 | -4 | 7 | 8 | 1.2 | 15 | -10 | -1 | 10
COc1ccc(CCNC(=O)C23CCC(C)(C(=O)C2=O)C3(C)C)cc1OC (stereo not drawn) | -1 | 4 | 30 | 18 | 0.3 | 21 | 1 | -2 | 22
O=C(CCNC(=O)c1ccc([N+](=O)[O-])cc1)Nc1ccccc1N1CCOCC1 | -1 | -17 | 5 | -3 | -0.8 | 9 | 0 | 3 | 13
COc1ccc(C(=O)C[n+]2cc(Br)cc3ccccc32)cc1[N+](=O)[O-] | 0 | -6 | 7 | 23 | 1.5 | 25 | 2 | 2 | 5
COc1ccc(/C(O)=C2/C(=O)C(=O)N(CCCN3CCOCC3)C2c2ccc(N(C)C)cc2)cc1 (stereo not drawn) | -3 | -10 | 12 | 9 | 0.8 | -3 | -1 | -2 | 16
CCCNC(=O)CC(NS(=O)(=O)c1ccc(NC(C)=O)cc1)C(C)C (stereo not drawn) | -2 | -2 | -7 | 13 | 1.2 | -3 | 0 | -1 | 12
Cc1ccc(-n2nc(C)c3c2OC(N)=C(C#N)C3c2cccs2)cc1 (stereo not drawn) | -2 | 8 | 7 | -5 | 0.5 | 26 | 2 | -1 | 34

New compounds follow
SMILES | APJ ag | APJ antag | tim10-1 inh | NLRP3 yeast inh | MPTP block | TIM10 inh | NR3A LBD binder | beta cell repl | tim23-1 inh
Cc1cccc(C)c1NC(=O)CN(C)CC(=O)N1CC(=O)Nc2ccccc21 | 1 | 3 | 2 | 5 | -2.5 | 5 | 1 | -1 | 7
Cc1cccc(-c2nc(Nc3ccc(N4CCOCC4)cc3)c3ccccc3n2)c1 | 0 | -8 | 27 | 25 | 4.0 | 6 | 7 | 0 | 32
Cc1ccc(S(=O)(=O)N(C)C)cc1NC(=O)C(C)OC(=O)/C=C/c1cccs1 (stereo not drawn) | -5 | -9 | -3 | 9 | 1.0 | -12 | -1 | -1 | 0
Cc1ccsc1C(=O)OCC(=O)N1CCc2ccccc2C1 | -1 | 6 | 22 | 7 | -0.3 | 24 | 4 | 2 | 14
CCOc1ccc(Br)cc1S(=O)(=O)Nc1ncn[nH]1 | -2 | 2 | 16 | 10 | 0.3 | -5 | -2 | 2 | 16
O=C(Nc1cnccn1)c1ccncc1 | -1 | 0 | 4 | 0 | -2.0 | 3 | -1 | -2 | 31
COc1ccc(-n2nnnc2SCc2nc(N)nc(N3CCOCC3)n2)cc1 | 1 | -23 | 4 | 20 | 1.0 | 6 | -1 | -3 | -7
CCCCn1cnc2c(sc3nc4c(cc32)CSC(C)(C)C4)c1=O | 1 | -4 | 23 | 11 | -0.4 | 15 | -10 | -1 | 13
CCc1ccc(C(=O)NC(=S)Nc2ccccc2N2CCOCC2)cc1 | -5 | 7 | 40* | 35 | 0.9 | 35 | 1 | -7 | 54*
COc1ccc(N(C(=O)c2ccn[nH]2)C(C(=O)NC(C)(C)C)c2ccc(F)cc2)cc1 (stereo not drawn) | -4 | 9 | 13 | 6 | 0.0 | 10 | 1 | -1 | 8
Cc1ccc(C(=O)CSc2nn3c(=O)c(C(C)(C)C)nnc3s2)cc1 | 1 | 2 | 6 | -17 | 0.4 | 8 | -3 | -3 | -2
CSc1ccccc1-n1nnnc1SCc1ccccc1 | 1 | -2 | 11 | -33 | 0.3 | 13 | -1 | -4 | 15
CC(=O)c1cccc(-c2csc(N3CCC(C(N)=O)CC3)n2)c1 | -3 | 1 | -5 | 0 | -0.5 | 0 | 3 | -1 | 6
CC(=O)c1cccc(NC(=O)COc2ccc(S(=O)(=O)N3CCCCC3)cc2)c1 | -3 | 1 | 40 | 26 | -5.0 | 17 | 0 | -2 | 30
O=[N+]([O-])c1cccc(S(=O)(=O)N/N=C/c2ccc(O)cc2)c1 | -1 | -13 | 10 | 1 | -3.1 | -3 | -5 | -5 | 13
c1ccc(CCn2c3ccccc3c3nnc(SCc4ccc5nonc5c4)nc32)cc1 | -5 | 10 | 33 | 7 | 0.7 | 12 | 0 | -4 | 26
O=C(CCC(=O)Nc1ccccc1Cl)N/N=C1\CCCc2ccccc21 | -4 | 1 | 4 | 14 | 0.5 | 2 | 1 | 3 | -16
Cc1cccc(N(CC(=O)NC2CCCC2)C(=O)c2c(C)noc2C)c1 | -1 | -1 | 9 | 2 | -0.2 | 9 | -1 | -2 | 5
COC(=O)[C@@H]1[C@@H](C)N(Cc2ccccc2)C(=O)N[C@H]1c1ccccc1 | -5 | 17 | 7 | -8 | 0.7 | -2 | -1 | 1 | 12
CCN1CCN(C(c2cccs2)C(C)NC(=O)c2ccccc2F)CC1 (stereo not drawn) | -4 | 3 | 12 | -3 | -0.1 | 1 | 0 | 2 | 14
Cc1ccc(OCCN2CCN(c3nc(NCc4ccco4)c4ccccc4n3)CC2)cc1 | -2 | 8 | 3 | 31 | 5.8 | 13 | -18 | 0 | -41
Clc1cccc(-c2nc3nc4ccccc4nc3n2Cc2ccco2)c1 | -8 | 16 | 39 | 3 | 0.1 | 21 | -1 | -5 | 47
CC(=O)Nc1ccc(SCC(=O)N2CCN(S(=O)(=O)c3ccccc3)CC2)cc1 | -4 | -94 | 1 | 2 | -0.3 | 10 | 1 | 0 | 16
CN(CCc1ccccn1)C(=O)CCC1CCCN(C(=O)c2n[nH]c3c2CCCC3)C1 (stereo not drawn) | -7 | 6 | 2 | -1 | -1.5 | -32 | 0 | 2 | 10
O=C(NC1C2CC3CC(C2)CC1C3)c1ccc(Br)o1 (stereo not drawn) | 0 | 1 | 26 | 25 | -0.6 | -2 | 1 | 1 | 21

In the list so far, these have a tert-butyl group.
SMILES | APJ ag | APJ antag | tim10-1 inh | NLRP3 yeast inh | MPTP block | TIM10 inh | NR3A LBD binder | beta cell repl | tim23-1 inh
COc1ccc(N(C(=O)c2ccn[nH]2)C(C(=O)NC(C)(C)C)c2ccc(F)cc2)cc1 (stereo not drawn) | -4 | 9 | 13 | 6 | 0.0 | 10 | 1 | -1 | 8
Cc1ccc(C(=O)CSc2nn3c(=O)c(C(C)(C)C)nnc3s2)cc1 | 1 | 2 | 6 | -17 | 0.4 | 8 | -3 | -3 | -2

Further records follow:
SMILES | APJ ag | APJ antag | tim10-1 inh | NLRP3 yeast inh | MPTP block | TIM10 inh | NR3A LBD binder | beta cell repl | tim23-1 inh
CCOC(=O)C1=NN(C(C)=O)C2(CC(=O)N(c3ccc(C)c(C)c3)C2=O)C1 (stereo not drawn) | -2 | -14 | -5 | 7 | -0.5 | -10 | 1 | 0 | 6
Cc1ccc(C)c(NC(=O)C(NCC(C)(C)N2CCOCC2)c2ccccc2)c1 (stereo not drawn) | -2 | 16 | 15 | 5 | 5.4 | 12 | -1 | -1 | 17
COc1ccc(/C=N/NC(=O)c2cccc(S(=O)(=O)N3CCCC3)c2)cc1O | -4 | -76 | -14 | 5 | -0.8 | 5 | -15 | 1 | -6
Cc1cc(C)nc(NNS(=O)(=O)c2c(C)cc(C(C)(C)C)cc2C)n1 | -18 | 39 | 7 | 13 | 0.7 | 20 | -1 | 3 | 10
O=C(CCc1nnc(CCCCc2ccccc2)o1)NCCn1cccn1 | -1 | 15 | 2 | 9 | 0.1 | 9 | 5 | -2 | 14
CCNc1nc(=S)nc(NC(C)C)[nH]1 | -1 | -1 | 11 | 9 | 0.8 | 5 | -4 | 0 | 12
O=S(=O)(N/N=C\C=C\c1ccccc1)c1ccccc1 | 0 | 12 | -4 | 5 | -1.1 | 4 | x | -1 | 17
COc1cc(C(=O)NC2CCN(Cc3nnnn3Cc3cccs3)CC2)cc(OC)c1OC | 0 | 4 | 9 | -3 | 0.1 | 2 | 0 | 1 | 21
N#CC(c1ccccc1O)N1N=C(c2ccccc2)CC1c1ccccc1 (stereo not drawn) | -9 | 67* | -39 | 26 | 13 | 27 | -3 | -5 | 23
COc1ccc(-c2cc(C(=O)Nc3ccc(C)c(N)c3)c3ccccc3n2)cc1 | -1 | 16 | 5 | 16 | -0.3 | -10 | -2 | -3 | 41
COc1ccc(CCNC(=O)C2CCN(S(=O)(=O)c3ccc(OC)c(OC)c3)CC2)cc1 | -1 | -7 | 17 | -5 | 0.4 | 6 | 0 | -2 | 12
O=C(CN1CCN(C(=O)c2cccc(S(=O)(=O)N3CCCC3)c2)CC1)Nc1cccc(F)c1 | -4 | 5 | 2 | -7 | -0.3 | 0 | 1 | 0 | 17

Printed as active in NR3A LBD binder, among the entries above:
structure	APJ antag	NLRP3 yeast inh	MPTP block	NR3A LBD binder
Cc1cccc(NC(=O)c2cc3c([nH]c4ccccc43)c(C)n2)c1C	-8	2	4.5	14*
